Compound activity deposited in PubChem BioAssay by Broad Institute.
RAD52 anneal inh: RAD52 (human) annealing inhibition; inhibition, % at 18.7 µM; AID 651710; P43351; recombinant RAD52 DNA annealing, FRET fluorescence; hit rate 0.46% among 360,000;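 active = every replicate showing at least 50% inhibition; inconclusive = mean inhibition at least 50% but not in every replicate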
Target sequence (P43351 whole entry, looked up): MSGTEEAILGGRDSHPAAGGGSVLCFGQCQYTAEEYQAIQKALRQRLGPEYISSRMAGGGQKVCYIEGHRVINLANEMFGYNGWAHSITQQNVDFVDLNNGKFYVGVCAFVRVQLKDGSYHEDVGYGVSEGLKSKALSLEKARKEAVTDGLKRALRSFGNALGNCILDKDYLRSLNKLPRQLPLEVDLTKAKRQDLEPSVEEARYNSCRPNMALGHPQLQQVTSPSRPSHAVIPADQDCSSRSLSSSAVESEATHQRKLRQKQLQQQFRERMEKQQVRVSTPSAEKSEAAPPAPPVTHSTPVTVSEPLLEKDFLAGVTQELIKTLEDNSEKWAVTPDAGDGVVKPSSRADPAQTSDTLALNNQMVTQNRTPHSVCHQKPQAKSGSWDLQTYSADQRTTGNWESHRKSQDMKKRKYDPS
ERp5 block: inhibitors of human ERp5. Q15084. ERp5 insulin aggregation, absorbance 650 nm, 90 min. inhibition, % at 9.99 µM. hit rate 0.05% among 350,000;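 active = mean replicate inhibition above about 25%, with every replicate also reaching it, limit read from the data, passing the limit was not always enough; inconclusive = only one of those two criteria met; inactive = neither criterion met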
RAD54 branch: RAD54 (human) branch migration inhibition. Q92698. RAD54 Holliday junction branch migration, FAM/BHQ fluorescence. inhibition, % at 10.4 µM. hit rate 0.14% among 360,000;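 active = mean normalized replicate activity at least 40 and at least half of replicates scoring 40 or more; inconclusive = only one of the two criteria met; inactive = mean below 40 and under half of replicates reaching 40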;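 also: 0% = median of neutral control wells and 100% = median of positive control wells; inhibitors cause a drop in the FAM fluorescence signal; in these data hits start at about 50%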
E-sel inducer: E-selectin induction on HUVECs; hit rate 0.37% among 260,000; activation, % at 7.58 µM; HUVEC E-selectin immunofluorescence imaging; normalized: neutral wells 0, TNF-alpha wells 100; P16581;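 active = mean E-selectin-positive cell signal at least 10% of the positive control, reached in at least 60% of replicates, without over 20% cell loss; inconclusive = no rule given, readout overlaps actives, possibly toxicity-flagged; inactive = the rest, including those meeting only one limit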;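 also: in these data hits start at about 27%; measured in HUVEC primary endothelial cells; signal is the percent of cells scored E-selectin positive by PE staining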
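Test system – human umbilical vein endothelial cells (HUVEC), E-selectin induction · Input – 3,000 HUVEC seeded per well · Buffer or medium – EGM-2, gelatin · Compound dosing – single-point compound dose · Detection – immunofluorescence imaging · Measure – percent E-selectin-positive cells · Controls – TNF-alpha high, DMSO low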
esBAF inh: blocks esBAF chromatin remodeling in mouse ES cells | reporter increase, % at 12.5 µM | AID 602393 | hit rate 2% among 350,000 | Bmi1-luciferase knock-in reporter, 24 h; 100% = twice the neutral-well signal; in the data active = activation above about 40%; inconclusive = no clear call, values can overlap the other calls;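 also: 0% = median of the plate's neutral control wells and 100% = double that signal; a rise in the Bmi1 reporter signal indicates esBAF inhibition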
CASP6 VEID inh: blocks human caspase-6 cleavage activity; P55212; purified caspase-6, Z-VEID-R110 cleavage fluorescence; inhibition, % at 12.5 µM; hit rate 0.53% among 350,000;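 active = mean inhibition across replicates at least about 35%, with every replicate also reaching that limit, limit read from the data; inconclusive = only one of the two criteria met; inactive = neither criterion met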;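 also: 0% = median of neutral control wells and 100% = no fluorescence left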
Target sequence (P55212 24-179 limits assumed): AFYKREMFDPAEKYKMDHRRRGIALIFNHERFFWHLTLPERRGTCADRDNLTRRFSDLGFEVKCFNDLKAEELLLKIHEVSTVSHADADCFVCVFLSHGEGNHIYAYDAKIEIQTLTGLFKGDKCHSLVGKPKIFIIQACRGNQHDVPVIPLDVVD
Target sequence (P55212 194-293 limits assumed): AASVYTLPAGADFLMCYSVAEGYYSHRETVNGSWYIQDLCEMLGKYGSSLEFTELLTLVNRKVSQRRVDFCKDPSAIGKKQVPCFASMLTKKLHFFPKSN
ARNT TACC3 PPI: ARNT/TACC3 interaction disruption | Q9Y6A5 | AlphaScreen His-ARNT PAS-B/GST-TACC3 binding, luminescence; TACC3 fragment carries E629A point mutation | inhibition, % at 9.99 µM | hit rate 0.66% among 390,000 | AID 623870;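 active = mean inhibition of replicates at least 50% and at least half of replicates each reaching 50%; inconclusive = half or more replicates reach 50% but mean below 50%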;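 also: 0% = complete ARNT plus TACC3 wells and 100% = ARNT alone without TACC3; many hits fall short of the cut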
PglD DTNB: inhibitors of Campylobacter jejuni PglD acetyltransferase. purified PglD enzyme, DTNB colorimetric CoA detection. inhibition, % at 12.5 µM. hit rate 0.098% among 360,000. AID 602405; in the data active = inhibition above about 16%, passing the limit was not always enough; inconclusive = no clear call, values can overlap the other calls; also: strong numbers were not always called active
* hit, by the source's call; ? = inconclusive; / = not tested or not shown; & = joins results of further samples.

SMILES	RAD52 anneal inh	ERp5 block	RAD54 branch	E-sel inducer	esBAF inh	CASP6 VEID inh	ARNT TACC3 PPI	PglD DTNB
C[C@H](NC(=O)C[C@H]1C=C[C@H](NC(=O)C2CCC2)[C@@H](CO)O1)c1ccccc1	9	7	-5	0.2	-2	-1	1	0
C[C@@H]1CCCCO[C@@H](CN(C)Cc2ccc3c(c2)OCO3)[C@@H](C)CN([C@H](C)CO)C(=O)c2cc(NS(C)(=O)=O)ccc2O1	0	-6	-3	0.0	1	3	-6	2
COC(=O)C(C)Sc1nnc(SC(C)C(=O)OC)s1 (centres undefined)	-4	1	-6	/	-3	4	0	5
COc1ccc(NC(=O)c2c3c(nc4ccccc24)CCC3)cc1S(=O)(=O)N1CCOCC1	/	/	-7	/	6	/	6	1
CN1c2ccc(-c3ccccc3F)cc2[C@H]2[C@H](CCN2S(=O)(=O)c2ccccc2)[C@H]1CO	17	3	-4	0.4	7	1	14	-1
O=S(=O)(NCc1cccs1)c1ccc(Cl)s1	-2	4	2	-0.2	/	-2	/	-1
CC(=O)NCc1ccc(OCCCN2CCC(C(O)(c3ccccc3)c3ccccc3)CC2)cc1	12	1	/	0.0	/	-2	/	/
CCC1(c2ccc(F)cc2)NC(=O)N(CC(=O)c2cc(C)n(C3CC3)c2C)C1=O (centres undefined)	-24	0	14	1.0	5	-2	6	-2
CC(Sc1nnc2n1CCCCC2)C(=O)Nc1ccccc1[N+](=O)[O-] (centres undefined)	-21	3	1	/	3	0	-3	-2
Cc1ccc(C(C)c2c(C)c([N+](=O)[O-])cc(C)c2[N+](=O)[O-])cn1 (centres undefined)	1	0	1	/	2	2	6	-6
CC(=O)c1ccc(OC(C)C)c(CSc2nc(O)cc(=O)[nH]2)c1	/	/	-1	/	1	/	5	4
CO[C@@H](CN(C)S(=O)(=O)c1ccc(F)cc1)[C@H](C)CN(C(=O)Nc1ccccc1F)[C@@H](C)CO	-3	0	2	0.0	7	1	14	0
COc1ccc(C2=NOC(C)(c3nnc(-c4ccc(Cl)cc4)o3)C2)cc1 (centres undefined)	-8	3	6	-0.2	4	0	-4	8
COc1cc(/C=C/C(=O)NC(=O)c2ccccc2O)ccc1O	-16	-5	-1	0.5	?	4	-1	-2
Cc1noc(C)c1S(=O)(=O)Nc1ccc2c(c1)C(=O)N([C@H](C)CO)C[C@@H](C)[C@@H](CN(C)Cc1ccc3c(c1)OCO3)O2	-15	1	-7	44*	4	6	3	-1
COCc1cc(C)n(CC(=O)OC)c(=O)c1C#N	-13	-5	/	/	/	0	-4	/
Cc1ccc(S(=O)(=O)NCC(=O)NCC(=O)NCCc2ccccc2F)cc1C	-12	5	11	17	3	0	/	3
O=C(OCc1nnc(-c2ccc(Cl)cc2)o1)c1ccncc1	/	/	-1	/	-8	/	-7	-1
CCOCCCNC(=O)C(NC(=O)c1ccc(NC(C)=O)cc1)c1ccc(Cl)cc1 (centres undefined)	-14	-1	/	/	/	-1	-2	/
CCN1CCN(C(=O)COCc2cc(-c3ccc4c(c3)OCO4)on2)CC1	-11	9	/	/	/	-4	-4	/
Cc1c(C=O)c2ccccc2n1CCOc1ccccc1F	-8	2	-16	0.1	-2	4	-7	-6
Cc1cccc(OCCCCn2c(CO)nc3ccccc32)c1	-15	2	0	0.0	2	0	4	-6
O=C(COC(=O)c1ccc(F)cc1F)Nc1ccc(S(=O)(=O)N2CCOCC2)cc1	-27	1	11	-0.2	-3	-1	/	2
C[C@@H]1CN([C@@H](C)CO)C(=O)CCCn2cc(nn2)CO[C@H]1CN(C)C(=O)c1cc(-c2ccccc2)on1	-9&-5	-1&7	5&-5	0.3	2&0&0	1&-2	8	-1&0
Cc1cc(C)nc(NS(=O)(=O)c2ccc(NC(=O)C(C)C)cc2)n1	0	1	-5	0.3	-4	0	-5	-7
c1ccc2c(c1)COc1c3ncccc3nn1-2	-3	-7	7	0.1	50*	1	/	6
CC(C)CC#Cc1ccc2c(c1)O[C@H](CN(C)S(=O)(=O)c1cccc(F)c1)[C@H](C)CN([C@H](C)CO)S2(=O)=O	6	-1	7	-0.4	0	2	10	-2
C[C@@H]1CN([C@@H](C)CO)C(=O)c2c(c3ccccc3n2C)-c2ccccc2CO[C@@H]1CN(C)Cc1cccc2c1OCCCO2	37	-3	/	-3.4	/	1	/	/
C[C@@H](NC(=O)C[C@H]1CC[C@H](NS(=O)(=O)c2cccc(F)c2)[C@@H](CO)O1)c1ccccc1	4	-2	-9	0.2	-2	-2	21	2
C/C=C/c1cnc2c(c1)C(=O)N([C@@H](C)CO)C[C@H](C)[C@H](CN(C)C(=O)Cc1ccccn1)O2	-18	-1	11	0.2	-7	-1	-2	2
CCC(=O)Nc1ccc(-c2csc(NNC(C)=O)n2)cc1	-7	-2	/	/	-10	-1	8	/
COc1ccc(CC(=O)OCC(=O)Nc2ccc(OC(F)F)cc2)cc1OC	-11	0	-7	/	-2	-2	-2	4
CCCOP(=O)(OCCC)C(Nc1ccc(C(=O)O)cc1)c1ccccc1 (centres undefined)	-18	10	/	/	/	0	-11	/
N#C/C(C(N)=O)=C1/SC(Cc2ccc(F)cc2)C(=O)N1c1ccccc1 (centres undefined)	-3	0	/	6.2	/	-1	-4	/
COc1cccc(-c2ccc3c(c2)O[C@@H](CN(C)C(=O)C2CCOCC2)[C@H](C)CN([C@H](C)CO)S3(=O)=O)c1	2&3&-11	0&1&1	-1&0&-8	0.0	-3&6&4	-2&1&7	27&1	-5&1&0
CC(C)C#Cc1ccc2c(c1)O[C@H](CN(C)Cc1ccccc1)[C@@H](C)CN([C@H](C)CO)S2(=O)=O	14	0	1	-0.5	-1	0	37	-1
O=C1CCCC/C=C\C[C@H](CC(=O)N(CCO)Cc2ccccc2)C(=O)N[C@@H](Cc2ccccc2)CO1	-10	3	1	/	-9	2	-2	0
Cc1ccc(N2CC(C(=O)Nc3cccc(F)c3)CC2=O)cc1 (centres undefined)	2	12	-4	/	0	0	2	-6
O=C(Nc1ccccc1Oc1ccccc1)c1cc([N+](=O)[O-])ccc1Cl	/	/	4	1.7	/	/	-1	6
O=C(CN1CCc2ccccc2C1)Nc1ccccc1C(F)(F)F	-2	2	-6	1.6	3	-1	-5	2
O=C(Cc1ccncc1)N1C[C@@H]2N[C@H](C1)C2c1ccc(-c2ccncc2)cc1 (some centres undefined)	23&45	1&-5	/	0.2&-0.5	/	0&0	/	/
CCc1ccc(N2CC(C(=O)OCc3nc4ccsc4c(=O)[nH]3)CC2=O)cc1 (centres undefined)	-52	1	-3	-0.3	3	32	/	-1
COc1ccc(C2NC(=O)C(=O)/C2=C(\O)c2ccc(Cl)cc2)cc1OC (centres undefined)	-13	3	/	-0.1	/	2	-12	/
COc1cccc(-c2ccc3c(c2)O[C@@H](CN(C)CC2CC2)[C@@H](C)CN([C@@H](C)CO)S3(=O)=O)c1	17	-2	0	-0.8	-7	-3	0	-6
CC(C)c1ccc(NC2CCCN(C(=O)CC3CCCC3)C2)cc1 (centres undefined)	-4	6	-16	1.9	1	0	9	2
Cc1cc(Cl)ccc1C(=O)C1CCCN(C(=O)c2n[nH]c3c2CCCC3)C1 (centres undefined)	-3	2	/	/	11	1	7	/
C=CCOc1cccc(/C=C/c2nc3ccccc3c(=O)[nH]2)c1	-10	-2	-11	-0.1	-3	-11	-7	4
CN(C(=O)c1ccccc1F)C(c1ccccc1)c1ccccc1	-6	-1	-6	0.2	-6	-2	10	-3
Cc1cccc(C)c1Cn1c(C)c(C(=O)NCc2ccccc2C(F)(F)F)sc1=O	-20	-5	2	/	-7	-2	/	0
CCOC(=O)N1CCN(C(=O)CSc2nc3nc(C)cc(C)n3n2)CC1	-15	0	-9	-0.2	-8	1	/	3
COc1ccc(S(=O)(=O)Nc2ccc(C)cn2)cc1	-15	-2	0	/	-10	-2	-9	11
CSCCC(NC(=O)c1ccccc1)C(=O)NCc1ccc(S(N)(=O)=O)cc1 (centres undefined)	-4	0	0	-0.2	0	/	-4	-2
CC1Cc2cc(/C(O)=C3/C(=O)C(=O)N(CCCn4ccnc4)C3c3ccc(F)cc3)ccc2O1 (centres undefined)	-11	2	-2	/	25	-4	11	5
CC(=O)Nc1cc(C(=O)O)ccc1S(=O)(=O)c1ccc(Cl)cc1	/	/	0	/	-6	/	3	3
COc1ccc(NC(=S)NCCc2c[nH]c3ccccc23)cc1	/	/	10	/	14	/	8	-4
C[C@@H]1CN([C@@H](C)CO)C(=O)c2cc(-c3ccc(C#N)cc3)cnc2O[C@@H]1CN(C)C(=O)Nc1ccc(C(F)(F)F)cc1	9	-1	-9	-0.3	-9	2	1	2
CO[C@@H]1CN(C)C(=O)c2ccc(NC(=O)Cc3ccccc3)cc2OC[C@H](C)N(C)C[C@@H]1C	5	-4	2	0.0	4	-7	2	1
NC(=O)c1ccc(NC(=O)c2ccc(COc3ccccc3Br)cc2)cc1	-12	3	-8	0.2	5	-3	-10	-1
C[C@@H]1CN([C@@H](C)CO)C(=O)Cc2cc(NS(=O)(=O)c3cn(C)cn3)ccc2O[C@H]1CN(C)S(=O)(=O)c1ccc(Cl)cc1	-5	-4	7	0.2	2	/	0	-4
Cc1cc(C(=O)NNC(=O)c2ccc(C(F)(F)F)cc2)no1	-6	-4	/	/	/	-4	-4	/
COC(=O)COc1ccc(S(=O)(=O)NCCC2=CCCCC2)cc1Cl	/	/	4	/	-5	/	-1	6
O=C(COC(=O)c1cccnc1Cl)NCc1ccc(F)cc1	-13	1	-1	0.5	-2	-3	-3	-2

Compounds listed so far containing four or more nitrogen atoms, in the order listed:
SMILES	RAD52 anneal inh	ERp5 block	RAD54 branch	E-sel inducer	esBAF inh	CASP6 VEID inh	ARNT TACC3 PPI	PglD DTNB
CC(Sc1nnc2n1CCCCC2)C(=O)Nc1ccccc1[N+](=O)[O-] (centres undefined)	-21	3	1	/	3	0	-3	-2
Cc1noc(C)c1S(=O)(=O)Nc1ccc2c(c1)C(=O)N([C@H](C)CO)C[C@@H](C)[C@@H](CN(C)Cc1ccc3c(c1)OCO3)O2	-15	1	-7	44*	4	6	3	-1
C[C@@H]1CN([C@@H](C)CO)C(=O)CCCn2cc(nn2)CO[C@H]1CN(C)C(=O)c1cc(-c2ccccc2)on1	-9&-5	-1&7	5&-5	0.3	2&0&0	1&-2	8	-1&0
Cc1cc(C)nc(NS(=O)(=O)c2ccc(NC(=O)C(C)C)cc2)n1	0	1	-5	0.3	-4	0	-5	-7
C/C=C/c1cnc2c(c1)C(=O)N([C@@H](C)CO)C[C@H](C)[C@H](CN(C)C(=O)Cc1ccccn1)O2	-18	-1	11	0.2	-7	-1	-2	2
CCC(=O)Nc1ccc(-c2csc(NNC(C)=O)n2)cc1	-7	-2	/	/	-10	-1	8	/
O=C(Cc1ccncc1)N1C[C@@H]2N[C@H](C1)C2c1ccc(-c2ccncc2)cc1 (some centres undefined)	23&45	1&-5	/	0.2&-0.5	/	0&0	/	/
CCOC(=O)N1CCN(C(=O)CSc2nc3nc(C)cc(C)n3n2)CC1	-15	0	-9	-0.2	-8	1	/	3
C[C@@H]1CN([C@@H](C)CO)C(=O)c2cc(-c3ccc(C#N)cc3)cnc2O[C@@H]1CN(C)C(=O)Nc1ccc(C(F)(F)F)cc1	9	-1	-9	-0.3	-9	2	1	2
C[C@@H]1CN([C@@H](C)CO)C(=O)Cc2cc(NS(=O)(=O)c3cn(C)cn3)ccc2O[C@H]1CN(C)S(=O)(=O)c1ccc(Cl)cc1	-5	-4	7	0.2	2	/	0	-4
